ERAP1 inh: ERAP1 (human) enzyme inhibition. Q9NZ08. inhibition, % at 10.7 µM. recombinant ERAP1, Leu-AMC fluorescence, 60 min. actives 0.15% (n = 340,000);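 active = mean replicate inhibition of at least 30%, or all replicates individually reaching that 30% level; inactive = mean below 30% and not every replicate reaching it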;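 also: 0% = neutral control wells and 100% = L-leucinethiol positive control wells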
RAD52 inh: RAD52 (human) annealing inhibition. actives 0.46% (n = 360,000). recombinant RAD52 DNA annealing, FRET fluorescence. P43351. AID 651710. inhibition, % at 18.7 µM;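 active = every replicate showing at least 50% inhibition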
CFTR F508del cor: correctors of CFTR F508del function in bronchial epithelial cells | CFBE cells, YFP halide quenching; stimulated with forskolin plus potentiator P3; % fluorescence drop versus neutral controls | actives 0.36% (n = 350,000) | activity (quench increase), % at 7.58 µM;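 active = mean added fluorescence quench of at least 8% versus neutral control, with both replicates also reaching 8%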;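 also: cells transiently co-express mutant CFTR-F508del with the halide-sensitive YFP; corrector assay measuring rescue of mutant channel to the surface after 24 h compound exposure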
ARNT-TACC3 inh: disrupts binding between human ARNT and TACC3. AID 623870. Q9Y6A5. actives 0.66% (n = 390,000). AlphaScreen His-ARNT PAS-B/GST-TACC3 binding, luminescence; TACC3 fragment carries E629A point mutation. inhibition, % at 9.99 µM;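 active = mean inhibition of replicates at least 50% and at least half of replicates each reaching 50%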;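 also: 0% = complete ARNT plus TACC3 wells and 100% = ARNT alone without TACC3; many hits fall short of the cut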
Xi reactivation: reactivates the inactive X chromosome in mouse fibroblasts | XiGFP mouse fibroblasts, % GFP-positive cells imaging, 3 d; cells co-treated with 5-aza-dC sensitizer; scaled so ellipticine positive control = 100% | activation, % at 7.58 µM | actives 0.055% (n = 360,000) | AID 743238;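 active = mean normalized replicate activation at least 10% and every replicate at or above 10%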;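 also: 0% = median of on-plate neutral control wells and 100% = ellipticine 6 µM median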
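material = 68-5-11 XiGFP fibroblast line | medium = DMEM plus 5-aza-dC sensitizer | schedule = 3 days compound exposure | benchmarks = positive control ellipticine, 6 µM final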
INS-1E GSIS act: GLuc luminescence reporter in INS-1E cells, primary screen for activators of glucose-dependent secretion of insulin; INS-1E GLuc reporter insulin secretion, 2-3 h; activation, % at 16.6 µM; actives 0.61% (n = 370,000);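 active = lowest replicate activation of at least 40%, so every replicate reaches that level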;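 also: 0% = median of neutral control wells and 100% = median of IBMX positive control wells; some compounds called inactive have numbers as strong as hits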
esBAF inh: SWI/SNF esBAF complex inhibition | mouse ES cells, Bmi1-luciferase knock-in reporter, 24 h; 100% = twice the neutral-well signal | reporter increase, % at 12.5 µM | actives 2% (n = 350,000) | AID 602393; in the data active = activation above about 40%;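 also: 0% = median of the plate's neutral control wells and 100% = double that signal; a rise in the Bmi1 reporter signal indicates esBAF inhibition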
RAD54 inh: RAD54 (human) branch migration inhibition; Q92698; RAD54 Holliday junction branch migration, FAM/BHQ fluorescence; inhibition, % at 10.4 µM; actives 0.14% (n = 360,000);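 active = mean normalized replicate activity at least 40 and at least half of replicates scoring 40 or more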;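 also: 0% = median of neutral control wells and 100% = median of positive control wells; inhibitors cause a drop in the FAM fluorescence signal; in these data hits start at about 50%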
Target sequence (Q92698 whole entry, looked up): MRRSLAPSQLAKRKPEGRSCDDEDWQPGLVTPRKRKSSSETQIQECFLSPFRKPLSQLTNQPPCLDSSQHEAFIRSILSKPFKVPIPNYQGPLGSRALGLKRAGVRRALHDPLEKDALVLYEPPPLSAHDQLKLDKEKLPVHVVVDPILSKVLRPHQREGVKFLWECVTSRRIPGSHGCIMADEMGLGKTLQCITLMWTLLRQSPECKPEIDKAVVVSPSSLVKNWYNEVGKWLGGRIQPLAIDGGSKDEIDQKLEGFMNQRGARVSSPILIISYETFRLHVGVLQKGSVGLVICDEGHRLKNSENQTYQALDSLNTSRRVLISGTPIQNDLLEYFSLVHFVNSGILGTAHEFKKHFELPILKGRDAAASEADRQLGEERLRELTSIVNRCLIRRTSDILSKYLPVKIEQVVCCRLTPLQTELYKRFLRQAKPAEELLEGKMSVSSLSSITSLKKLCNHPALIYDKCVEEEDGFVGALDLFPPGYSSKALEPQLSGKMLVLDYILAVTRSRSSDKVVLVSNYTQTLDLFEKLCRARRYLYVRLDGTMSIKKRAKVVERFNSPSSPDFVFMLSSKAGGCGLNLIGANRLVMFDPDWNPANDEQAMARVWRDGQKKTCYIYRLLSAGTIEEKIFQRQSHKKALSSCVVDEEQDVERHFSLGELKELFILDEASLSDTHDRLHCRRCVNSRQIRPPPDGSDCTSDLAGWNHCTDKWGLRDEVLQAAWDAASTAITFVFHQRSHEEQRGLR
Starred values were filed as active, the others as inactive; · = no result given; & = joins results of further samples.

SMILES | ERAP1 inh | RAD52 inh | CFTR F508del cor | ARNT-TACC3 inh | Xi reactivation | INS-1E GSIS act | esBAF inh | RAD54 inh
Oc1ccc(-c2cnns2)c(O)c1 | 2 | -8 | -7.6 | 7 | 0.1 | -19 | · | ·
CC(=O)c1ccc(OCC(=O)NC2CCCN(Cc3ccccc3F)C2)cc1 (centres undefined) | 0 | -26 | -0.4 | -1 | 0.1 | -9 | 2 | -3
C[C@@H]1CCCCO[C@H](CN(C)Cc2ccc3c(c2)OCO3)[C@H](C)CN([C@@H](C)CO)C(=O)c2cc(NC(=O)Nc3ccccc3)ccc2O1 | 1 | 7 | 1.1 | 21 | 0.1 | -25 | -1 | -8
CO[C@@H]1CN(C)C(=O)c2cc(NC(=O)NC(C)C)ccc2OC[C@@H](C)N(S(C)(=O)=O)C[C@H]1C | 0 | · | 4.5 | 32 | · | · | -2 | 2
C[C@@H]1CCCCO[C@H](CN(C)C(=O)CCC(F)(F)F)[C@H](C)CN([C@H](C)CO)C(=O)c2cc(NS(=O)(=O)c3cn(C)cn3)ccc2O1 | -2 | 5 | -3.2 | -12 | -0.1 | 9 | -4 | -2
O=C(CN1CCc2ccccc21)NC(=O)NCc1ccccc1 | 12 | -14 | 0.8 | 0 | 0.0 | 1 | · | ·
CCCCCC(=O)N1C[C@@H](O)[C@H](n2cc(C3CC3)nn2)C[C@@H]1c1ccccc1 | 0 | -11 | -0.1 | · | 0.3 | -9 | 0 | ·
C[C@H](CO)N1C[C@H](C)[C@@H](CN(C)C(=O)NC2CCCCC2)Oc2ccc(NS(=O)(=O)c3ccc(F)cc3)cc2CC1=O | 2 | 7 | -3.2 | -3 | -0.5 | -1 | -1 | 12
CCC(=O)c1c(NC(C)C)cc(C)oc1=O | -2 | -9 | -1.6 | -4 | -0.1 | 22 | · | ·
COc1cccc(CCC2C(=O)CCCC2=O)c1 | 5 | -10 | 2.4 | · | 0.2 | 13 | -1 | ·
COc1ccc(N2CC(C(=O)OCC(=O)Nc3cc(C)on3)CC2=O)cc1 (centres undefined) | -1 | 0 | 0.1 | -7 | · | 4 | · | -6
CN(CC(=O)Nc1ccccc1C(F)(F)F)C(=O)c1cc(-c2cccs2)nn1-c1ccccc1 | -4 | -16 | -3.2 | · | 0.0 | -15 | · | ·
O=c1[nH]c(CN2CCOCC2)nc2scc(-c3ccccc3)c12 | 0 | -7 | 2.1 | -2 | -0.1 | 5 | · | ·
C[C@H](O)C#Cc1ccc2c(c1)O[C@@H](CN(C)Cc1ccc(-c3ccccc3)cc1)[C@@H](C)CN([C@H](C)CO)S2(=O)=O | -4 | -3 | 2.0 | -9 | -0.7 | -6 | -12 | -32
CCNC(=O)NC(=O)COC(=O)c1cccc(NS(=O)(=O)/C=C/c2ccccc2)c1 | 0 | 0 | · | 3 | 0.3 | -5 | 3 | -3
COc1ccccc1NC(=O)Nc1nc(C(N)Cc2ccc(C(F)(F)F)cc2)cs1 (centres undefined) | -5 | -11 | -1.1 | · | 0.3 | -3 | -11 | 5
COc1ccc(S(=O)(=O)N2CCCCN3[C@H](CO)[C@H](c4ccc(C#CCC(C)C)cc4)[C@H]3C2)cc1 | · | · | 7.4 | 23 | -0.1 | -9 | · | -13
Cc1ccc(CN(Cc2ccco2)C(=S)Nc2ccccc2C)cc1 | 4 | -11 | 1.5 | -10 | 0.3 | -5 | · | ·
CCc1ccccc1NC(=O)c1noc(C(C)C)c1[N+](=O)[O-] | -2 | -1 | · | -3 | -0.1 | -2 | · | ·
C[C@@H]1CCCCO[C@H](CN(C)C(=O)Nc2cccc3ccccc23)[C@H](C)CN([C@H](C)CO)C(=O)c2cc(NS(=O)(=O)c3ccc(Cl)cc3)ccc2O1 | -1 | -1 | -3.5 | 10 | -0.1 | 12 | -4 | -4
COc1ccccc1OCCSc1nc2ccccc2c(=O)[nH]1 | · | · | · | -15 | · | -4 | 64* | 8
CCC(=O)N1CCC2(CC1)CN(C(=O)Nc1ccc(F)cc1)[C@H](CO)c1c2c2ccc(OC)cc2n1C | 4 | 1 | -0.1 | · | 0.1 | -38 | · | ·
CSc1sc(C(=O)O)c2c1C(=O)CC(C)(C)C2 | 1 | -5 | 5.4 | -2 | -0.1 | · | 12 | 0
O=C(COc1ccccc1)Nc1cccc(-c2cn3cccnc3n2)c1 | 0 | -59 | -0.6 | 13 | 0.0 | 24 | 34 | 4
COC(=O)c1ccc(C#Cc2ccccc2)o1 | -3 | -16 | -1.8 | -1 | 0.0 | · | 31 | 5
C[C@@H]1CN([C@@H](C)CO)C(=O)c2cc(NC(=O)CCCN(C)C)ccc2O[C@@H](C)CCCCO[C@@H]1CN(C)CC1CCCCC1 | 1 | -6 | -0.4 | -5 | 0.0 | 8 | 1 | 8
O=C(NCCO)c1cc2c([nH]c3ccccc32)c(-c2ccccc2)n1 | 1 | -8 | -3.8 | -9 | 0.3 | -29 | 6 | -18
Cc1ccc(NC(=O)[C@H](NC(=O)[C@@H]2Cc3ccccc3CN2)c2ccccc2)cc1 | -9 | -7 | 1.9 | -1 | 0.1 | -53 | 8 | 0
C[C@H]1CN([C@@H](C)CO)C(=O)c2cc(NS(=O)(=O)c3cccs3)ccc2O[C@@H]1CN(C)Cc1ccc(C(F)(F)F)cc1 | -1 | -11 | -0.6 | -1 | 0.4 | -2 | -3 | 5
Cc1ccc(Nc2nnc(SCC(=O)Nc3cccnc3Cl)s2)cc1C | -2 | -13 | -0.3 | 0 | 0.2 | -14 | · | -8
CC(=O)N(c1ccc2oc(=O)sc2c1)S(=O)(=O)c1ccc(C)cc1 | 4 | -16 | 5.6 | 3 | 0.2 | 3 | -7 | 6
C[C@@H]1CN([C@H](C)CO)C(=O)c2cc(NC(=O)CCCN(C)C)ccc2O[C@@H](C)CCCCO[C@@H]1CN(C)CC1CCCCC1 | 0 | 1 | -0.1 | 3 | 0.0 | 0 | 2 | 0
CC(C)=CC(=O)Nc1cccc(S(=O)(=O)NC2=NCCCCC2)c1 | 2 | -10 | -1.3 | -1 | 1.5 | 12 | 0 | 0
O=C(COc1ccc(/C=C\[N+](=O)[O-])cc1)N1CCOCC1 | -2 | -7 | -0.5 | -1 | 0.2 | -57 | · | ·
O=C(Cn1c(C(=O)NCC2CCCO2)cc2sccc21)c1ccccc1 (centres undefined) | 1 | -8 | 1.0 | 3 | · | · | -2 | -10
CC(C)N1CCN(Cc2ccncc2)CC1CCO (centres undefined) | 0 | -11 | 0.4 | 1 | 0.0 | 10 | · | ·

Whole records as entered above. Order of values: ERAP1 inh	RAD52 inh	CFTR F508del cor	ARNT-TACC3 inh	Xi reactivation	INS-1E GSIS act	esBAF inh	RAD54 inh
CC(=O)N(c1ccc2oc(=O)sc2c1)S(=O)(=O)c1ccc(C)cc1 is listed as 4	-16	5.6	3	0.2	3	-7	6
C[C@@H]1CN([C@@H](C)CO)C(=O)c2cc(NC(=O)CCCN(C)C)ccc2O[C@@H](C)CCCCO[C@@H]1CN(C)CC1CCCCC1 is listed as 1	-6	-0.4	-5	0.0	8	1	8
Cc1ccc(Nc2nnc(SCC(=O)Nc3cccnc3Cl)s2)cc1C is listed as -2	-13	-0.3	0	0.2	-14	·	-8

The list goes on:
SMILES | ERAP1 inh | RAD52 inh | CFTR F508del cor | ARNT-TACC3 inh | Xi reactivation | INS-1E GSIS act | esBAF inh | RAD54 inh
CCC(C)NC(=S)N1CCN(C(c2ccccc2)c2ccccc2)CC1 (centres undefined) | · | · | · | 1 | 0.1 | -36 | · | 6
O=C(O)CCC(=O)c1ccc2ccc3cccc4ccc1c2c34 | -19 | -13 | 2.1 | · | -0.1 | 19 | · | ·
CCC(=O)Nc1ccc2c(c1)C(=O)N(C)C[C@@H](OC)[C@@H](C)CN(C(=O)c1cnccn1)[C@H](C)CO2 | 0 | 1 | -3.2 | -14 | -0.3 | 1 | 1 | 8
COCCCNC(=S)NNC(=S)NCCCOC | 1 | -9 | -35 | -1 | 0.0 | 1 | · | -8
CC1(OC(=O)C2CCCC2)C(=O)C=C2C=C(c3ccc(C#N)cc3)OC=C2C1=O (centres undefined) | 7 | -35 | -2.2 | 4 | 0.1 | -21 | 20 | -4
C[C@@H]1CN([C@@H](C)CO)S(=O)(=O)c2ccc(-c3cccnc3)cc2O[C@H]1CN(C)CC1CC1 | · | · | -0.4 | · | -0.4 | 3 | -2 | ·
CCCNC(=O)N1C[C@H](C)[C@H](OC)CN(C)C(=O)c2cc(NC(=O)CC)ccc2OC[C@H]1C | 2 | -10 | -2.4 | -13 | 0.1 | 9 | -3 | -19
O=C(CSc1ccc(-c2ccccc2)nn1)NC1CCCCC1 | 1 | -6 | 2.2 | 2 | 0.0 | 12 | 7 | 10
CCN(C(=O)COC(=O)c1ccco1)c1cccc2ccccc12 | -1 | -18 | 0.7 | -1 | 0.0 | 23 | -1 | 2
Cc1ccc(S(=O)(=O)Nc2ccc3c(c2)C(=O)N([C@@H](C)CO)C[C@H](C)[C@@H](CN(C)C(=O)Nc2cccc4ccccc24)OCCCC[C@H](C)O3)cc1 | 5 | 4 | -1.1 | 0 | 0.2 | 25 | 9 | 3
CCc1nc2nc(C)cc(C)n2c1Nc1ccc(OC)cc1 | 9 | -11 | 4.5 | · | 0.0 | -6 | · | ·
O=C(CC1C(=O)N(c2ccccc2)C(=S)N1c1ccccc1)c1ccccc1 (centres undefined) | 4 | -18 | 3.3 | · | 0.1 | -3 | · | ·
COc1cc2c(-c3cc(F)cc(F)c3)c(-c3ccsc3)oc(=O)c2cc1OC | -1 | -37 | 1.2 | -7 | 1.1 | 3 | -7 | -5
CCc1ccc(N(C(=O)c2snc(C(N)=O)c2N)C(C(=O)NCC2CCCO2)c2ccco2)cc1 (centres undefined) | -2 | -13 | 0.6 | · | 0.3 | 14 | -9 | -4
Cc1csc(SCC(=O)NC(=O)NCCC(C)C)n1 | -1 | -9 | -0.2 | -7 | 0.0 | 5 | -1 | 3
COc1ccc2c3c([nH]c2c1)[C@H](CO)N(CC1CC1)CC31CCN(C(=O)c2ccccc2F)CC1 | -15 | -36 | -1.9 | · | -0.1 | -7 | · | ·
CCCNC(=O)N1[C@@H](CO)[C@@H](c2ccc(C3=CCCC3)cc2)[C@@H]1CNC(=O)CC | · | · | 0.9 | -4 | 0.3 | -2 | -4 | -4
CC(C)C[C@@H](COCc1cccc(C(F)(F)F)c1)N1CCN(C(=O)c2ccc(C(F)(F)F)cc2)CCC1=O | · | -15 | 3.5 | · | 0.0 | -19 | · | ·
CSc1ncc(Cl)c(C(=O)NCc2ccc3c(c2)OCO3)n1 | · | · | · | -14 | · | 7 | -5 | -3
CN(C)CCCN(C(=O)c1ccco1)c1nc2cc3c(cc2s1)OCO3 | 1 | 54* | 2.6 | -4 | 0.4 | 0 | 24 | 41
C[C@H](CO)N1C[C@H](C)[C@@H](CN(C)C(=O)Nc2ccc3c(c2)OCO3)OCc2cnnn2CCCC1=O | 0&2 | -2&6 | -3.6&0.4 | -7&3 | 0.3 | 19 | 2&-4 | -6&-2
CCC(=O)N1CCC2(CC1)CN(Cc1cc(F)ccc1F)[C@H](CO)c1[nH]c3cc(OC)ccc3c12 | 2 | -36 | 2.5 | · | 0.2 | -5 | · | ·
CO[C@@H]1CN(C)C(=O)c2cc(NC(C)=O)ccc2OC[C@H](C)N(CCC(F)(F)F)C[C@@H]1C | -3 | 1 | -0.4 | -18 | -0.4 | 0 | -2 | -16
CNC(=O)C[C@H]1CC[C@@H]2[C@@H](COc3ccc(NC(=O)c4ccc(F)c(F)c4)cc3C(=O)N2C)O1 | 2 | 10 | -2.1 | 13 | 0.1 | 5 | 1 | -7
O=C(c1cccc(F)c1)N1CC(=O)N2[C@H](CO)[C@H](c3ccc(-c4cccnc4)cc3)[C@@H]2C1 | 0 | -4 | 3.5 | · | 0.0 | -1 | · | ·
